Compound activity from PubChem BioAssay.
PG9 Ab binder: binders of HIV-1 gp120 antibody PG9, primary screen, biochemical, TR-FRET; HIV-1 gp120 / PG9 antibody interaction; TR-FRET gp120-PG9 antibody binding; inhibition, % at 6.7 µM; 360,000 tested, 0.43% active; in the data active = inhibition above about 8.5%
Tn7 DDE FP: inhibitors of Tn7 peptide binding to fibrin DD(E), primary screen, biochemical, fluorescence polarization, human fibrin, Tn7 probe. Fibrinogen beta chain (Homo sapiens), P02675. FP displacement of FITC-Tn7 peptide from fibrin DD(E); 0% = median of compound wells per plate. inhibition, % at 8.3 µM. 370,000 tested, 0.13% active. AID 720508, 2013;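 active = inhibition above the mean of compounds falling within the control limits plus 3 SD of them, cut at about 14% in these data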;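 note: 0% = plate median of compound wells and 100% = 10 µM Aha-Tn7 peptide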
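Assay system: human fibrin DD(E). Input: DD(E) 2 µM final. Medium: Tris buffer with calcium and detergent, pH 7.8. Compound dosing: single point at 8.3 µM. Timing: 10 min plus 3 h, room temperature. Technique: fluorescence polarization of the labelled Tn7 tracer. Read-out: percent inhibition. Replicates: singlicate testing.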
LEDGF integ inh: blockers of LEDGF/p75-dependent integrase strand transfer – biochemical, TR-FRET, high throughput, primary screen. HIV-1 integrase (with human LEDGF/p75). TR-FRET IN-LEDGF/p75 DNA integration, Eu/Cy5. inhibition, % at 3.7 µM. 370,000 tested, 0.64% active. AID 743269, 2014;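 active = inhibition above the screen-wide mean plus 3 SD, cut at about 13% in these data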;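 note: signal is the Cy5 over europium emission ratio at 671 and 618 nm; 0% = plate median of compound wells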
SIAE primary: human SIAE inhibitors, primary screen, biochemical, fluorescence polarization, FP-Rh probe, 1536-well HTS; SIAE FP-Rh probe binding; inhibition, % at 9.66 µM; 370,000 tested, 0.69% active; AID 1053197, 2014;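 active = inhibition above a cutoff: mean of compounds within the control limits plus 3 SD of those, cut at about 17% in these data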;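 note: 0% = plate median of compound wells and 100% = probe without SIAE protein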
Target sequence (Q9HAT2 whole entry, looked up): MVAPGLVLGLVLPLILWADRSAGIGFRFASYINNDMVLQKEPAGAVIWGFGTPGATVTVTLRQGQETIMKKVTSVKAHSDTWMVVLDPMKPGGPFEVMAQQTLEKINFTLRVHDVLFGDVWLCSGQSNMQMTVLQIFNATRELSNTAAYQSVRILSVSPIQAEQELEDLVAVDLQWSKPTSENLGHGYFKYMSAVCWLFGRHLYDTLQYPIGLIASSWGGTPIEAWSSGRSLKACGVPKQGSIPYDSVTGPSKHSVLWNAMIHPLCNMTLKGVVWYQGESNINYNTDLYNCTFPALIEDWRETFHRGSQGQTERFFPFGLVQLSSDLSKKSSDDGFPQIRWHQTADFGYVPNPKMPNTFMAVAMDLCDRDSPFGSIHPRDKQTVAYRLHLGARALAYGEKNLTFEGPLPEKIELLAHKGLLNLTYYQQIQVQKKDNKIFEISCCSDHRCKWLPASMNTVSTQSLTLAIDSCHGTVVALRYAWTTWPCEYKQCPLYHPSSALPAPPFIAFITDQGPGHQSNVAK
TDP2 inh: human TDP2 enzyme inhibitors, primary screen, biochemical, epi absorbance, recombinant enzyme; Tyrosyl-DNA phosphodiesterase 2 (Homo sapiens), O95551; T5PNP hydrolysis, p-nitrophenol absorbance 415 nm; inhibition, % at 12.8 µM; 370,000 tested, 0.34% active; AID 720702, 2013;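 active = inhibition above the mean of all tested compounds plus 3 SD, set per campaign, cut at about 25% in these data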;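 note: 0% = DMSO with enzyme and 100% = buffer with substrate but no TDP2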
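Material: recombinant human TDP2; quantity: TDP2 enzyme at 120 nM final; medium: Tris-HCl pH 7.5 with MgCl2; compound: single concentration, 12.8 µM nominal, with 1% DMSO; incubation: 2 h enzyme incubation at 37 °C; signal: epi absorbance; measure: percent inhibition; benchmarks: high control without enzyme, low control DMSO plus TDP2; repeats: singlicate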
PRMT1 FP inh: PRMT1 methyltransferase inhibitors, primary screen, biochemical, fluorescence polarization; Protein arginine N-methyltransferase 1 (Homo sapiens), Q99873; recombinant PRMT1, activity-based probe fluorescence polarization; inhibition, % at 2.79 µM; 370,000 tested, 1.3% active; AID 652257, 2013;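 active = inhibition above about 21% made by adding two undisclosed values, limit read from the data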
HTRA1 inhibitor: HTRA1 serine protease inhibitors, primary screen, biochemical, fluorescence polarization, HTS; Q92743; inhibition, % at 5.96 µM; 340,000 tested, 0.5% active; AID 504803, 2011; recombinant HTRA1, FP-rhodamine activity-based probe; in the data active = inhibition above about 36%;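 note: 0% = enzyme with DMSO and 100% = wells lacking enzyme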
UHRF1 binding: UHRF1 methylated DNA binding inhibitors, primary screen, counter-screen for MBD2 inhibitor project, biochemical, TR-FRET, human UHRF1, single concentration | UHRF1 binding to methylated oligo | inhibition, % at 4.4 µM | AID 687016, 2013 | E3 ubiquitin-protein ligase UHRF1 (Homo sapiens), Q96T88 | 370,000 tested, 0.75% active; in the data active = inhibition above about 21%;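 note: UHRF1 SRA domain binding a hemimethylated CpG hairpin DNA probe; 0% = median of test compound wells and 100% = reference inhibitor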
ABHD4 inh: ABHD4 inhibitors, primary screen, biochemical, fluorescence polarization, mouse; (Lyso)-N-acylphosphatidylethanolamine lipase (Mus musculus), Q8VD66; purified mABHD4, FP-Rh probe fluorescence polarization; inhibition, % at 8.92 µM; 370,000 tested, 0.54% active;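 active = inhibition exceeding the mean over every tested compound plus 3 SD, cut at about 30% in these data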;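 note: 0% = plate median of compound wells and 100% = S159A mutant with DMSO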
Target sequence (Q8VD66 whole entry, looked up): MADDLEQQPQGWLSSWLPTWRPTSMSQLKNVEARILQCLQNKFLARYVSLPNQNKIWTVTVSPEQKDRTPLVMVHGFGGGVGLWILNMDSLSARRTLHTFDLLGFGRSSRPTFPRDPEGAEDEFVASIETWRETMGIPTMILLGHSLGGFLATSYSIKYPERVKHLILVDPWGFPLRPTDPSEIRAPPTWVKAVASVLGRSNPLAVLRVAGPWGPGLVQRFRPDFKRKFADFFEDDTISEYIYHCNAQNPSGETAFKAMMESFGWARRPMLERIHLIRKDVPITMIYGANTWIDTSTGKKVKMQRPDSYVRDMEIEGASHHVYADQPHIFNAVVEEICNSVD
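Assay system: wild-type mouse ABHD4 protein; compound: single nominal dose of 8.92 µM, 0.89% DMSO final; schedule: 45 min + 60 min at 25 °C; measured by: FP readout, ex 525 nm / em 598 nm; evaluation: % inhibition of FP-Rh probe binding versus controls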
TCR CD3 inh: inhibitors of human TCR-CD3 interaction, primary screen, biochemical, fluorescence, TAMRA-labeled TCR probe; inhibition, % at 9.4 µM; 360,000 tested, 0.37% active; T-cell receptor (TCR); in the data active = inhibition above about 19%;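 note: recombinant mutant TCR 2C K166C tagged with TAMRA read by polarization; 0% = receptor in buffer alone and 100% = receptor with positive control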
Active calls of the source: *; / = no result given.

A first look (ten entries):
SMILES | PG9 Ab binder | Tn7 DDE FP | LEDGF integ inh | SIAE primary | TDP2 inh | PRMT1 FP inh | HTRA1 inhibitor | UHRF1 binding | ABHD4 inh | TCR CD3 inh
CC(C)NC(=O)c1cc(C2CCCCN2S(=O)(=O)c2cccs2)on1 (centres undefined) | 1.9 | 11 | 1 | 0 | 5 | -2 | / | 1 | 5 | -2
S=C(NCc1cccnc1)Nc1ccc(Oc2ccc(Cl)cc2)cc1 | -0.2 | -2 | 1 | -5 | 7 | -2 | -2 | -1 | -21 | 5
O=C1/C(=C/c2ccco2)SC(=S)N1CCC(=O)N1CCCCC1CCO (centres undefined) | -2.2 | 0 | 13 | 3 | 17 | 26* | 27 | 12 | 30* | 1
CCCNC(=O)Cc1c(C)oc2ccccc12 | 2.0 | 3 | 0 | 2 | 9 | 0 | -5 | -2 | 1 | -3
CCOC(=O)C1=C(C)NC2=C(C(=O)C(C(=O)OCC)C(c3ccc(OC)cc3)C2)C1c1ccccn1 (centres undefined) | -0.4 | 4 | 1 | -4 | 1 | -2 | -2 | 4 | 3 | 6
OC(COc1ccc2c(c1)OCO2)CN1CCCCC1 (centres undefined) | 0.3 | -7 | 2 | 3 | 5 | -2 | -1 | -1 | 0 | -8
CC1CCCCC1NC(=O)COC(=O)C12CC3CC(CC(Cl)(C3)C1)C2 (centres undefined) | -0.4 | 3 | 3 | 5 | 9 | -2 | 7 | 0 | -8 | 6
O=S(=O)(c1ccc(Cl)s1)N1CCCCC1 | -1.4 | -3 | 0 | -8 | 2 | -4 | 1 | 1 | -3 | 3
O=C1[C@H]2[C@@H](c3ccc(C(F)(F)F)cc3)N[C@]3(CCCN(Cc4ccc(Cl)cc4)C3=O)[C@H]2C(=O)N1Cc1ccccc1 | -0.5 | -4 | -2 | -10 | -5 | 13 | -40 | 5 | -33 | -3
CCN1CCN(C(c2cccs2)C(C)NC(=O)c2ccco2)CC1 (centres undefined) | 0.0 | 5 | 0 | 3 | -3 | -2 | 2 | -2 | -2 | 8

This part in full (from the top)
SMILES | PG9 Ab binder | Tn7 DDE FP | LEDGF integ inh | SIAE primary | TDP2 inh | PRMT1 FP inh | HTRA1 inhibitor | UHRF1 binding | ABHD4 inh | TCR CD3 inh
CC(C)NC(=O)c1cc(C2CCCCN2S(=O)(=O)c2cccs2)on1 (centres undefined) | 1.9 | 11 | 1 | 0 | 5 | -2 | / | 1 | 5 | -2
S=C(NCc1cccnc1)Nc1ccc(Oc2ccc(Cl)cc2)cc1 | -0.2 | -2 | 1 | -5 | 7 | -2 | -2 | -1 | -21 | 5
O=C1/C(=C/c2ccco2)SC(=S)N1CCC(=O)N1CCCCC1CCO (centres undefined) | -2.2 | 0 | 13 | 3 | 17 | 26* | 27 | 12 | 30* | 1
CCCNC(=O)Cc1c(C)oc2ccccc12 | 2.0 | 3 | 0 | 2 | 9 | 0 | -5 | -2 | 1 | -3
CCOC(=O)C1=C(C)NC2=C(C(=O)C(C(=O)OCC)C(c3ccc(OC)cc3)C2)C1c1ccccn1 (centres undefined) | -0.4 | 4 | 1 | -4 | 1 | -2 | -2 | 4 | 3 | 6
OC(COc1ccc2c(c1)OCO2)CN1CCCCC1 (centres undefined) | 0.3 | -7 | 2 | 3 | 5 | -2 | -1 | -1 | 0 | -8
CC1CCCCC1NC(=O)COC(=O)C12CC3CC(CC(Cl)(C3)C1)C2 (centres undefined) | -0.4 | 3 | 3 | 5 | 9 | -2 | 7 | 0 | -8 | 6
O=S(=O)(c1ccc(Cl)s1)N1CCCCC1 | -1.4 | -3 | 0 | -8 | 2 | -4 | 1 | 1 | -3 | 3
O=C1[C@H]2[C@@H](c3ccc(C(F)(F)F)cc3)N[C@]3(CCCN(Cc4ccc(Cl)cc4)C3=O)[C@H]2C(=O)N1Cc1ccccc1 | -0.5 | -4 | -2 | -10 | -5 | 13 | -40 | 5 | -33 | -3
CCN1CCN(C(c2cccs2)C(C)NC(=O)c2ccco2)CC1 (centres undefined) | 0.0 | 5 | 0 | 3 | -3 | -2 | 2 | -2 | -2 | 8
CC1(NC(=O)Cc2csc(-c3cccc(Cl)c3)n2)CCS(=O)(=O)C1 (centres undefined) | -1.4 | 0 | 1 | -5 | 3 | -2 | 7 | 4 | -1 | -4
Cc1cc(C)nc(Nc2ncc(O)n2-c2ccccc2)n1 | 0.3 | -14 | -1 | 0 | -13 | 1 | -3 | 5 | -4 | -2
CCn1c(SCC(=O)N2CCCc3ccccc32)nnc1-c1ccoc1C | -0.9 | 1 | -2 | 1 | 0 | -4 | -2 | -5 | 2 | 4
C[C@H](NC(=O)c1ccc(Cl)cc1)C(=O)OCn1nnc2ccccc2c1=O | -1.4 | -4 | 2 | -5 | -1 | -1 | 2 | 1 | -8 | 8
COC(=O)C1=CN(C2CC2)C=C(C(=O)OC)C1c1ccc(C(F)(F)F)cc1 | 1.8 | -7 | 0 | 0 | 0 | -3 | 0 | 1 | 2 | 2
CC1(c2cccc3ccccc23)OC(=O)c2ccccc21 (centres undefined) | 0.5 | 2 | -7 | -7 | 3 | 2 | -16 | -1 | -1 | -6
CCn1c(Cc2cccs2)nnc1SCC(=O)Nc1ccc(OCc2ccccc2)cc1 | / | 4 | 0 | 1 | 8 | 1 | / | 2 | -6 | /
Cc1csc(NC(=O)CSc2nnc(NC(=O)C3CC(=O)N(c4ccccc4)C3)s2)n1 (centres undefined) | -0.1 | 10 | 1 | 1 | 7 | 1 | -3 | -1 | -3 | 5
COc1cc(C=O)ccc1OCCOCCOc1ccc(Cl)cc1 | -2.3 | 4 | 2 | 2 | 1 | 1 | -8 | 0 | 1 | -4
O=C(COc1ccccc1)NCC(c1ccco1)N1CCN(c2ccccc2)CC1 (centres undefined) | 1.0 | 5 | -4 | 5 | -7 | 5 | -6 | 3 | -3 | -6

Results in SIAE primary (two entries from above):
| structure | SIAE primary |
| --- | --- |
| COc1cc(C=O)ccc1OCCOCCOc1ccc(Cl)cc1 | 2 |
| O=C(COc1ccccc1)NCC(c1ccco1)N1CCN(c2ccccc2)CC1 (centres undefined) | 5 |

(continued)
SMILES | PG9 Ab binder | Tn7 DDE FP | LEDGF integ inh | SIAE primary | TDP2 inh | PRMT1 FP inh | HTRA1 inhibitor | UHRF1 binding | ABHD4 inh | TCR CD3 inh
COc1cc(CC(=O)OCC(=O)Nc2ccc(S(=O)(=O)N3CCCC3)cc2)cc(OC)c1OC | 0.1 | -3 | -1 | -4 | 6 | 2 | -4 | -3 | 0 | 2
CCCCC(Br)C(=O)Nc1ccc(S(=O)(=O)Nc2cc(C)nc(C)n2)cc1 (centres undefined) | -3.0 | -1 | 3 | 4 | 0 | 4 | 9 | 1 | 5 | 4
COC(=O)c1ccc(C(=O)N(Cc2ccccc2)c2ccccc2)cc1 | 0.5 | 10 | -7 | -2 | -5 | 3 | -8 | 3 | -1 | -1
COc1ccc(-c2ccc3oc(-c4ccc(OC)cc4)c(C#CCO)c3c2)cc1 | 0.2 | -3 | -1 | -1 | 8 | -4 | -27 | 7 | -9 | 4
CC(C)CNC(=O)CCCSc1nc2ccccc2[nH]1 | -0.7 | 3 | 1 | -4 | 1 | 0 | -3 | -2 | -1 | 4
O=C(NCc1ccccc1)C1CCC(=O)N(CCCN2CCCC2=O)C1 (centres undefined) | -1.1 | 11 | -1 | -2 | -3 | 1 | 9 | -1 | 3 | 2
O=C(O)c1c(C(=O)N2N=C3/C(=C/c4ccccc4)CCCC3C2c2ccccc2)cccc1[N+](=O)[O-] (centres undefined) | -0.7 | 3 | -5 | 10 | -7 | 12 | -2 | -1 | 5 | 0
C=CCc1cc(Cl)ccc1OCCCn1ccnc1 | -0.3 | 2 | 1 | -1 | 20 | -6 | 0 | -1 | 17 | 0
Cc1ccc(OCCN2CCC2(C)C(=O)Nc2ccc3c(c2)OCO3)cc1 (centres undefined) | -0.6 | 2 | 2 | 1 | -11 | 1 | / | 0 | -1 | 10
CS(=O)(=O)N(CC(=O)N1CCOCC1)c1ccccc1Br | -0.2 | -2 | 0 | -7 | 6 | 1 | 9 | 4 | 1 | -7
COc1ccc(/C=C/C(=O)OCC(=O)c2ccc[nH]2)cc1 | -1.1 | 3 | -1 | 1 | 1 | 4 | -1 | -2 | -9 | -3
O=c1[nH]c(N2CCCCC2)nc2ncn(Cc3ccccc3)c12 | 1.5 | 7 | 2 | 0 | 8 | 2 | -4 | 10 | -4 | -1
O=C(c1cc(-c2cccc3ccccc23)nc2ccccc12)N1CCN(CCO)CC1 | -1.1 | -5 | 5 | -7 | -25 | 1 | -2 | 3 | -4 | 2
COc1cc(CNCCCN2CCOCC2)cc(Br)c1OCc1ccc(Cl)cc1 | -2.4 | 3 | 1 | 4 | 2 | -6 | 28 | 2 | 11 | 1
O=C(CCc1c[nH]c2ccccc12)N1CCN(c2ccc(O)cc2)CC1 | 0.4 | 0 | 2 | 5 | -17 | 22* | 5 | -2 | 14 | 1
O=C(CSc1ccccc1C(=O)O)NC12CC3CC(CC(C3)C1)C2 | 0.5 | -6 | -3 | 2 | 8 | 2 | 4 | 0 | -6 | 5
COc1ccc(CC(=O)NC(C)C2COc3ccccc3O2)cc1OC (centres undefined) | 0.4 | -5 | -3 | -6 | -11 | 0 | 8 | 0 | 5 | 7
CC1CCN(S(=O)(=O)c2ccc3c(c2)c(=O)c(C(=O)NCc2cccs2)cn3C)CC1 | 0.4 | -1 | 0 | -1 | 4 | -1 | 2 | 2 | 5 | -7
CCOC(=O)Cn1c(N2CCOCC2)nc2c1c(=O)[nH]c(=O)n2C | -1.4 | -6 | 1 | -6 | -3 | 2 | 3 | 0 | -6 | -6
CCCOC(=O)CSC1=C(C#N)C(c2ccccc2Cl)CC(=O)N1 (centres undefined) | -1.6 | -1 | -3 | -1 | -4 | 0 | -3 | 2 | 11 | -6
CN1CCN(c2ccc([N+](=O)[O-])cc2C(=O)c2ccc(Br)cc2)CC1 | -1.7 | -3 | -4 | -3 | -18 | 3 | -8 | 5 | 0 | -11
